Screening results (PubChem BioAssay)
GAA glycogen mod: qHTS Assay for Inhibitors and Activators of Human alpha-Glucosidase Cleavage of Glycogen. Lysosomal alpha-glucosidase (Homo sapiens), P10253. recombinant GAA, glycogen substrate, Amplex Red glucose oxidase fluorescence. Potency, µM (titrated, usually from 76.4 µM), inactives show at the top dose activity change, negative = inhibition, most hits filed as inhibitors. 300,000 compounds, 0.38% hits;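 further: potency means the concentration at half of the fitted maximal effect; 0% = full enzyme reaction and -100% = no-enzyme basal signal; the screen sought inhibitors and activators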
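Recombinant human enzyme (4 nM); glycogen substrate; 37 C, 40 min, pH 5.0. Readout: coupled glucose oxidase/Amplex Red fluorescence.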
HTT ATP protect: qHTS Multiplex Assay to Identify Dual Action Probes in a Cell Model of Huntington: Cytoprotection (ATP). PC12 HTT-Q103 induced, cytoprotection, ATP luminescence, 40 h. Potency, µM (highest dose often 56.4 µM), without a hit: cytoprotection (ATP increase), actives largely listed as activators. 230,000 compounds, 0.14% hits;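 further: potency means the concentration at half of the fitted maximal effect; % of control where 0% means no effect; nearly all actives have a fitted effect of over 45% in size; toxic huntingtin expression switched on by the ecdysone agonist tebufenozide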
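Quantitative HTS on tebufenozide-induced (100 nM) PC12 cells expressing HTTQ103 exon 1–GFP; compounds tested as a concentration series; survival measured via cellular ATP.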
CBFb-RUNX1 inh: qHTS Assay for Compounds Blocking the Interaction Between CBF-beta and RUNX1 for the Treatment of Acute Myeloid Leukemia; Runt-related transcription factor 1 (Homo sapiens) + Core-binding factor subunit beta …; AlphaScreen CBFb-His/RUNX1-biotin binding, biochemical; Potency, µM (top dose mostly 59.8 µM), for inactives: at the top dose activity, negative = inhibition, hits mostly inhibitors; 230,000 tested, under 10 active; AID 1477, 2009; further: % of control where 0% means no effect
Target sequence (Q01196 whole entry, looked up): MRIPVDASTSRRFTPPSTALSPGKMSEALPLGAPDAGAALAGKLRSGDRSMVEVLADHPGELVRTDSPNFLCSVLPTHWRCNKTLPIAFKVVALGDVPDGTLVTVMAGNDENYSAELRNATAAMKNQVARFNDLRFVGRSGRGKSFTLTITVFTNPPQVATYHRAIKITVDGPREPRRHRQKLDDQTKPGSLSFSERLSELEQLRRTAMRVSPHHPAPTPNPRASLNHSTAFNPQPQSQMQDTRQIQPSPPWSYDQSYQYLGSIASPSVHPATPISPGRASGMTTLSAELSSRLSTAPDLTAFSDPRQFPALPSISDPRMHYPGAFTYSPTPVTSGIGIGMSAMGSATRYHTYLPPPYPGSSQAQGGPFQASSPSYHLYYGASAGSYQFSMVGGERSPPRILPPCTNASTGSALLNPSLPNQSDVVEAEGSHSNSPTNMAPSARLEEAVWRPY
Target sequence (Q13951 whole entry, looked up): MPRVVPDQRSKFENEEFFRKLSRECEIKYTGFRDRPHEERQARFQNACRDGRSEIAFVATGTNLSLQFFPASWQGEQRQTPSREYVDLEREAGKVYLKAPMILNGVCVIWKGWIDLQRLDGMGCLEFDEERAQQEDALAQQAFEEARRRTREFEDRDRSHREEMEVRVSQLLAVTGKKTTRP
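Bead-based AlphaScreen assay; binding partners His-tagged CBF-beta and biotinylated RUNX1 at 30 nM each. Compound exposure 15 min after a 20-min protein preincubation; bead step 90 min; all steps at room temperature.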
GAA inh: qHTS Assay for Inhibitors of Human alpha-Glucosidase as a Potential Chaperone Treatment of Pompe Disease | purified human GAA, 4-MU-alpha-glucoside fluorescence | Potency, µM (doses to about 76.9 µM), for inactives: at the highest dose activity change, negative = inhibition, usual class: inhibitors | 200,000 compounds, 0.005% hits | AID 1466, 2008;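 further: potency means the concentration at half of the fitted maximal effect; plate controls were uninhibited enzyme wells for no effect and no-enzyme background for full effect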
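Read-out is 4-methylumbelliferone fluorescence (Ex 365/Em 440 nm) after NaOH/glycine stop at pH 10. Enzyme 4 nM, substrate 400 uM, pH 5.0 citrate buffer, 20 min room temperature; AC50 from Hill-equation concentration-response.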
GAA spleen mod: qHTS Assay for Inhibitors and Activators of Human alpha-Glucosidase From Spleen Homogenate. Lysosomal alpha-glucosidase (Homo sapiens), P10253. human spleen homogenate, 4-MU-alpha-glucoside fluorescence. Potency, µM (titrated, usually from 79.9 µM), inactives show at the highest dose activity change, negative = inhibition, actives largely listed as inhibitors. 240,000 compounds, 0.006% hits;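 further: potency means the concentration at half of the fitted maximal effect; 0% = enzyme with vehicle and -100% = no enzyme basal signal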
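Human spleen homogenate (1 ug) with 4-methylumbelliferyl-alpha-D-glucopyranoside (1 mM final) in 50 mM citrate/phosphate pH 5.0, 0.01% Tween-20; 40 min at 37 C. Stopped at pH 10; 4-MU fluorescence Ex 365/Em 440 nm; AC50 by Hill fit.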
HTT aggregate: qHTS Multiplex Assay to Identify Dual Action Probes in a Cell Model of Huntington: Aggregate Formation (GFP); Potency, µM (top dose mostly 46.1 µM), inactives show at the highest dose activity change, negative = inhibition, most hits filed as inhibitors; AID 1688, 2009; PC12 HttQ103-GFP aggregates, Acumen cytometry, 40 h; 220,000 compounds, 1.1% hits; further: potency means the concentration at half of the fitted maximal effect; on the % scale 0 is the no-effect control and ±100 the full control effect; nearly all actives have a fitted effect of over 60% in size
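Compounds (qHTS titration) were added to PC12 cells expressing an ecdysone-driven HTT exon 1 Q103–GFP fusion after induction with 100 nM tebufenozide. Aggregate formation was measured as GFP objects in cell lysates.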
Lamin A splicing: qHTS Assay for Modulators of Lamin A Splicing | Potency, µM (titrated, usually from 46.1 µM), for inactives: at the top dose ratio change, negative = inhibition, hits mostly inhibitors | HeLa LMNA splicing GFP/RFP minigene ratio, 48 h | 200,000 compounds, 0.01% hits; active means well fitted inhibition curve with a large enough effect in the signal ratio, with a control signal flat, not every such curve was filed as active; inconclusive means small, poorly fitted or top-dose-only effect, or effect the other way, or a change in a side signal; the % refers to the signal ratio; further: potency means the concentration at half of the fitted maximal effect; on the % scale 0 is the no-effect control and ±100 the full control effect
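Read-out is the ratio of GFP to DsRed2 object intensity, acquired by 488 nm laser-scanning cytometry on HeLa lamin A-EGFP minigene reporter cells. Compound incubation 48 hrs at 37 °C in Opti-MEM with 2% FBS; DMSO 0.5% final.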
Active calls of the source: *; ? = inconclusive; . = no result given; & = joins results of further samples; [ ] = remark or other dose. Unless noted, the call rests on the fitted dose curve; in most records, active means well fitted curve in the direction sought with a large enough effect; inconclusive means small, poorly fitted or top-dose-only effect, or another doubt; inactive means no such curve, though single readings can be large; an effect the other way counts as inactive or inconclusive.

Every second line gives: GAA glycogen mod	HTT ATP protect	CBFb-RUNX1 inh	GAA inh	GAA spleen mod	HTT aggregate	Lamin A splicing
- CC1CCC2C(=O)OC(Cc3ccccc3)CN2C1c1ccc(Br)cc1 (stereo not drawn)
 : .	?	8%&10%[13.1 µM]	.	-4%&-1%[17.4 µM]	.	.
- CCCNS(=O)(=O)c1ccc(CCC(=O)NCc2cccnc2)cc1
 : -1%	-10%	10%	-2%	-6%	17%	-4%
- CC(/C=N/n1c(-c2ccncc2)n[nH]c1=S)=C\c1ccco1
 : -16%	6%[10 µM]	-23%	.	4%	-42%[9.22 µM]	.
- CCOC(=O)c1nc(N)c(=O)n(-c2ccccc2)n1
 : 2%	13%[0.074 µM]	-8%	-5%	5%	6%	5%
- COc1ccc(S(=O)(=O)NC(CC(=O)NCCc2ccccc2)c2ccco2)cc1 (stereo not drawn)
 : 1%	5%	4%	-2%	-1%	-9%	5%
- COC(=O)CC/C(O)=C1\C(=O)CC(C)(C)CC1=NCCc1nc2ccccc2[nH]1
 : 6%	-33%[inhibitor]	8%	-9%	2%	-7%	.
- CC1CCCCC12NC(=O)N(Cc1cc(=O)n3ccsc3n1)C2=O (stereo not drawn)
 : 2%	40%[10 µM]	-1%	.	6%	17%[9.22 µM]	.
- N#CC(C#N)=Cc1cccn1-c1ccc(C(=O)O)cc1
 : 8%	5%	.	3%	9%	?	.
- COc1cccc(C2CCCCN2Cc2nc(-c3ccc(C)o3)oc2C)c1 (stereo not drawn)
 : -10%	8%[10 µM]	-1%	?	-5%	3%[9.22 µM]	-3%[46 µM]
- CC(C)(C)C(=O)O/N=C(\N)c1ccc(Br)cc1
 : 3%	14%[10 µM]	-2%	.	-1%	-2%[9.22 µM]	.
- CNC(=O)c1sccc1S(=O)(=O)Cc1c(Cl)cccc1Cl
 : 5%	-11%	-4%	-3%	3%	6%	4%
- Cc1ccc(-c2csc(Nc3ccc(C(=O)O)cc3)[n+]2Cc2ccccc2)cc1
 : -9%	7%	3%	2%	-1%	26%[9.22 µM]	5%[46 µM]
- CCOC(=O)N1CCN(C(=O)CCCn2c(=S)[nH]c3ccsc3c2=O)CC1
 : 4%	-15%	0%	-2%	2%	-10%	.
- Cc1cc(C)n(Cc2ccc(C(=O)Nc3ccc(Br)cc3C)o2)n1
 : -1%	-2%[10 µM]	-5%	-6%	4%	-3%	?
- COc1ccc(C(=O)CN2Cc3ccccc3C2=N)cc1
 : -7%	-10%[10 µM]	3%	.	-2%	-3%[9.22 µM]	.
- N#Cc1cc2ccccc2nc1SCC(=O)Nc1ccccc1N1CCOCC1
 : 1%	-2%[10 µM]	-1%	7%	1%	13%	?
- CC(=O)c1ccc(NC(=O)Nc2ccncc2)cc1
 : 6%	-32%[inhibitor]	-4%	2%	-2%	31%	.
- COc1ccccc1CNC(=O)c1ccc(Br)o1
 : 6%	-41%[inhibitor]	3%[89.1 µM]	-8%	-7%[119 µM]	-15%	4%
- OC(COc1ccc(CNCc2cccnc2)cc1)CN1CCc2ccccc2C1 (stereo not drawn)
 : -5%	22%[10 µM]	-1%	-7%	5%	15%[9.22 µM]	16%[46 µM]
- Cc1ccc2c(c1)C(=NC1CCCCC1)c1cc3ccccc3nc1-2
 : -6%	-5%[10 µM]	3%	-1%	-5%	17%	-21%
- COc1ccc(N2CCN(CC(=O)Nc3ccc(-n4cnnn4)cc3)CC2)cc1
 : -1%	-19%[10 µM]	2%	4%	3%	1%	-1%
- Cc1ccc(NC(=S)NC(NC(=O)c2ccccc2C)C(Cl)(Cl)Cl)c(C)c1 (stereo not drawn)
 : 8%	-48%[inhibitor]	1%	-12%	-4%	?	?
- COc1ccc(NC(=O)c2scc(S(=O)(=O)C(C)C)c2N)cc1
 : -1%	-11%[10 µM]	6%	.	9%	-21%[9.22 µM]	.
- O=C(N/N=C/C=C\c1ccco1)c1ccccn1
 : -17%	-18%[10 µM]	?	.	1%	20%[9.22 µM]	.
- CC(=O)Nc1ccc(Nc2nc(C)c([N+](=O)[O-])c(Nc3ccc(NC(C)=O)cc3)n2)cc1
 : -1%	5%[10 µM]	-27%	-1%	-2%	-9%	3%
- COc1ccc(CCn2nnnc2C(c2ccc(Cl)cc2)N2CCN(C)CC2)cc1OC (stereo not drawn)
 : -2%	-10%	-2%	-2%	-4%	3%	-4%
- COc1ccc(CCNc2ncnc3cc(OC)c(OC)cc23)cc1OC
 : -8%	-15%	-2%	-6%	-4%	-4%[9.22 µM]	.
- O=C(CCN1CCc2ccccc2C1)Nc1ccccc1F
 : -3%	7%	-9%	4%	-3%	-7%	4%
- NC(=O)c1ccccc1N/C=C/C(=O)c1ccc(Cl)cc1
 : -17%	-65%[inhibitor][10 µM]	2%	4%	5%	5%	-1%
- O=C(COC(=O)CNC(=O)c1ccc(Cl)cc1)Nc1ccc(Cl)cc1C(F)(F)F
 : -5%	10%[1.9 µM]	2%	-5%	5%	8%	-13%
- Cc1cc(C)cc(NC(=O)CN2CCCN(S(=O)(=O)c3ccc(Br)s3)CC2)c1
 : -6%	-5%	0%	?	-12%	0%	?
- CC(C)CC(=O)Nc1ccc2oc(-c3ccncc3)nc2c1
 : 3%	-26%	8%	2%	7%	-9%	-1%
- COc1cc(C2/C(=C(/O)c3ccc(OCC(C)C)cc3)C(=O)C(=O)N2CCN(C)C)ccc1O (stereo not drawn)
 : -29%	-13%[0.074 µM]	2%	-3%	0%	-10%	-2%
- CCCN1C(=O)/C(=C\C=C2/C=CN(CC)c3ccccc32)SC1=S
 : -4%	-25%[10 µM]	2%	0%	-2%	-12%	-20%
- COc1cccc(/C=N/Nc2ncnc(N)c2[N+](=O)[O-])c1OC
 : -8%	-55%[inhibitor]	0%	-1%	-7%	15%	1%
- CC(=O)Nc1ccc(-c2nnc(SCc3c(C)cc(C)cc3C)n2C)cc1
 : 10%	-5%	5%	4%	1%	7%[1.84 µM]	4%
- CCOC(=O)CSc1nc2cc(C(=O)NCc3ccco3)ccc2c(=O)n1-c1ccc(F)cc1
 : 4%	1%[10 µM]	7%	?	6%	-2%	1%
- O=[N+]([O-])c1ccc(Cl)c(CN2CCSCC2)c1
 : 7%	42%[10 µM]	-9%	3%	-8%	-2%	?
- CCn1c(O)c(/C=N/N=C2CCCC2)c2ccc(C3=NNC(=O)CC3)cc21
 : -24%	0%	2%	-8%	-8%	5%	10%
- COCCN(CCOC)c1ncnc2c1cnn2-c1ccc(Cl)cc1
 : 1%	6%[10 µM]	17%	-1%	5%	-12%	-7%
- CC(C)(C)c1cc(NC(=O)CSc2nncs2)n(-c2ccccc2)n1
 : 3%	9%[10 µM]	-7%	-2%	-1%	6%	-2%
- CCCS(=O)(=O)c1cscc1NC(=O)c1c(-c2c(F)cccc2Cl)noc1C
 : -4%	-1%[10 µM]	6%	.	-16%	-11%[9.22 µM]	.
- CC(C)NC(=O)c1noc2cc([N+](=O)[O-])ccc12
 : -25%	25%	-10%	-13%	2%	-5%	?
- CC(C)NC(=O)c1sc2nc(-c3cccs3)cc(-c3cccs3)c2c1N
 : -3%	3%	2%	7%	-9%	5%	-8%
- CCCCNC(=O)COC(=O)c1ccc(F)cc1Cl
 : -3%	-32%	10%	-1%	-2%	19%	-13%[46 µM]
- Oc1c(Cl)cc(Cl)cc1C(C#Cc1ccccc1)N1CCOCC1 (stereo not drawn)
 : -14%	-11%[10 µM]	8%	-11%	-5%	10%	?
- CCCOc1ccc(/C=C/c2[nH]c(=O)[nH]c(=O)c2[N+](=O)[O-])cc1OCC
 : 1%	0%[10 µM]	10%	.	-1%	2%[9.22 µM]	.
- CC(C)(C)C(=O)OCc1nc(-c2ccc(O)c(O)c2)cs1
 : ?	-22%[10 µM]	-15%	.	-6%	-24%[9.22 µM]	.
- O=C(c1ccccc1)c1cccn1CC(=O)N1CCN(c2ccccc2)CC1
 : -2%	-10%	-4%	-5%	5%	6%	-6%
- O=C(CNC(c1ccccc1)c1ccccc1)Nc1c(F)cccc1F
 : -10%	1.3µM*	-17%	-2%	-7%	-10%	-1%
- Cc1noc(NS(=O)(=O)c2ccc(NC(=O)CSc3nc4c(cc3C#N)CCC4)cc2)c1C
 : -8%	-10%	-1%	-7%	-4%	23%	7%
- CC(=O)c1ccc(NC2OC(C)C(O)C(O)C2O)cc1 (stereo not drawn)
 : 9%	20%[10 µM]	-1%	-3%	0%	-7%	-12%
- CC1CN(C(=O)C2(C)CC2(Cl)Cl)CC(C)O1 (stereo not drawn)
 : -7%	.	5%	-7%	6%	0%	-3%
- CC(C)(C)NC(=O)COC(=O)c1cc(Br)ccc1Cl
 : -9%	-5%[1.9 µM]	5%	-4%	2%	5%	-10%
- Cc1ccc(C(=O)N/C(=C\c2ccc(Cl)cc2)C(=O)NCCCN2CCOCC2)cc1
 : -3%	10%[0.074 µM]	4%	-1%	-3%	2%	-10%
- CCOCCCNC(=O)C(c1ccc(OC)cc1)N(Cc1ccc2c(c1)OCO2)C(=O)c1ccccc1O (stereo not drawn)
 : 7%	8%	-4%	-4%	-1%	12%	.
- Cc1cccc(C)c1NC(=O)CSC(=S)N1CCCC1
 : 10%	0%[10 µM]	?	-3%	2%	12%	-15%[46 µM]
- COc1ccc(Br)c(C(=O)Nc2cccc(Cl)c2Cl)c1
 : -2%	-29%[10 µM]	27%	0%	-1%	27%	9%
- CC1(C)CNC(=O)CC(C)(C)N1O
 : 0%	-8%	5%	0%	-3%	9%	-4%
- COc1ccc(S(=O)(=O)N(C)CC(=O)NCCC2=CCCCC2)cc1C
 : 3%	13%	1%	-7%	5%	-5%	-6%

Not a hit list; about 1.5% have a hit in one of these screens.
